TEAD-YAP inh: TEAD-YAP interaction inhibition; HEK-TIYL cells, TEAD-Gal4/YAP UAS-luciferase luminescence; inhibition, % at 9.12 µM; 640,000 tested, 1.4% active; AID 1259422; in the data active = inhibition above about 32%;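 note: 0% = median of test compound wells and 100% = reference inhibitor wells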
MITF inh: inhibitors of human MITF; O75030; AlphaScreen MITF homodimerization, bead proximity signal; inhibition, % at 2.6 µM; 650,000 tested, 0.91% active; in the data active = inhibition above about 50%;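 note: 0% = vehicle wells with protein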
GPR151 activ: activators of human GPR151. 650,000 tested, 1% active. AID 1508602. activation, % at 11.2 µM. PathHunter beta-arrestin GPR151 cells, luminescence. Q8TDV0; in the data active = activation above about 4.9%;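 note: 0% = median of compound wells and 100% = cells with positive control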
Target sequence (Q8TDV0 whole entry, looked up): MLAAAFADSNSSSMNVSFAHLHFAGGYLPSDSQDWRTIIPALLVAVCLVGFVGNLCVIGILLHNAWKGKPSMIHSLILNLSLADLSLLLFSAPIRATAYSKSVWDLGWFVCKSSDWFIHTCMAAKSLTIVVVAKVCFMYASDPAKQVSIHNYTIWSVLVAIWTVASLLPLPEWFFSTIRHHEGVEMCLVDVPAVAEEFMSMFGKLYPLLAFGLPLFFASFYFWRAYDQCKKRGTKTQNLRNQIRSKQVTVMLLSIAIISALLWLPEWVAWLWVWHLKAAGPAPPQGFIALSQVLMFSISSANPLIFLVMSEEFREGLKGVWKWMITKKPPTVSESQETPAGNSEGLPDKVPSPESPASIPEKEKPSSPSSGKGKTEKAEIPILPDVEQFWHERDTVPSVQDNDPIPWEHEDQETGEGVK
FBW7 activator: activators of human E3 ligase FBW7; Q969H0; AlphaScreen FBW7–phospho-cyclin E peptide binding, activator screen; normalized activity (activation), % at 26.1 µM; 650,000 tested, 0.13% active; AID 1259310; in the data active = normalized activity above about 1.9%;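 note: purified mutant Fbw7 with reduced substrate affinity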
Target sequence (Q969H0 whole entry, looked up): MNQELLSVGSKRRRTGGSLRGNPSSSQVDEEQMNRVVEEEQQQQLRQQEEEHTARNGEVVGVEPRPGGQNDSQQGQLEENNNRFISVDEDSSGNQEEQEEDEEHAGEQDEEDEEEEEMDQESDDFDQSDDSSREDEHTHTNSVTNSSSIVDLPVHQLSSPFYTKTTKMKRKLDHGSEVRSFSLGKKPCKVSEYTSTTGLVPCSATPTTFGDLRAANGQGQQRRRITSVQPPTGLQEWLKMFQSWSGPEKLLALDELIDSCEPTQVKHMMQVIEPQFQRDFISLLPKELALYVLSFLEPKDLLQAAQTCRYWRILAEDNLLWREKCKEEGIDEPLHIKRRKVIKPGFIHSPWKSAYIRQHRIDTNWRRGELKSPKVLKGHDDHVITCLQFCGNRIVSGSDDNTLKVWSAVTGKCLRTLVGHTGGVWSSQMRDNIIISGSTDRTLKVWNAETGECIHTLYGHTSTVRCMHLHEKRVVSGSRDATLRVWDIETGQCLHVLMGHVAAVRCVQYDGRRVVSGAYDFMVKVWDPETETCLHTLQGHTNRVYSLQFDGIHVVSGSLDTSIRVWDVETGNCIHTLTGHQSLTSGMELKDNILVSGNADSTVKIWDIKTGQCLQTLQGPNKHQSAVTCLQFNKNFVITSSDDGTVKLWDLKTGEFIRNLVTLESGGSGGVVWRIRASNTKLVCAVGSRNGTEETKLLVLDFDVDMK
Active calls of the source: *; i = inactive. Compounds as they come, and some 3.4% of all compounds hit somewhere here.

Values run as follows: TEAD-YAP inh, MITF inh, GPR151 activ, FBW7 activator
COc1cccc2c1OC1(C)C(C(=O)Nc3ccc(Cl)cc3)C2NC(=S)N1c1ccc(F)cc1 (stereo unspecified)
→ 2, 1, -1.0, -0.2
CNC(=O)[C@@H]1C[C@@H](NCc2cc(Cl)ccc2O)CN1Cc1ccc2ccccc2c1
→ 1, 6, -0.8, 0.1
COc1ccc(-c2cc(NCCN(C(C)C)C(C)C)ncn2)cc1
→ -10, -3, 0.0, -0.1
O=C(NCC1(c2ccccc2)CCOCC1)C1CC12CCN(C(=O)c1cccs1)CC2 (stereo unspecified)
→ 1, 5, 0.6, 0.0
CCOC(=O)c1ccc2ncc(C(=O)OCC)c(Nc3ccc(OC(C)C)cc3)c2c1
→ -18, 0, 0.6, -0.1
CC(=O)N1CCOc2cc(S(=O)(=O)NC3CCC(C)CC3)ccc21 (stereo unspecified)
→ -4, 7, 3.3, -0.2
C=CC(C)n1c(=O)c2c(nc3n2CCN3c2ccc(CC)cc2)n(C)c1=O (stereo unspecified)
→ -2, 6, -0.4, 0.2
CCOC(=O)c1cccc(Nc2nc(-c3ccc(OC)cc3)no2)c1
→ -28, 2, -1.0, -0.2
Cc1ccc(S(=O)(=O)Nc2ccc3c(c2)c2c(n3S(=O)(=O)c3ccc(C)cc3)CC(C)(C)CC2=O)cc1
→ 2, 2, -0.1, 0.0
CC(=O)c1c(C(C)=O)c(C)n(-c2cc(C)c(C)cc2N)c1C
→ -2, 5, 1.5, -0.1
CCOC(=O)N1CCN(C(=O)CN(C)S(=O)(=O)c2ccc(OC)c(OC)c2)CC1
→ 3, 9, -0.2, 0.1
CC(C)c1ccc(C2C(C(=O)/C=C/c3ccccc3)=C(O)C(=O)N2CCCCCC(=O)O)cc1 (stereo unspecified)
→ 6, 1, 1.6, -0.1
O=c1c2c3c(sc2nc(SCc2ccc4c(c2)OCO4)n1C1CCCCC1)CCCC3
→ 11, 12, -0.8, 0.4
CCN(CC)c1ccc(C2NC(=O)NC(C)=C2C(=O)OCC(C)C)cc1 (stereo unspecified)
→ 10, 16, 1.0, 0.3
COc1ccc(N2CCN(C(=O)c3sc4cc(OC)ccc4c3Cl)CC2)cc1
→ -6, 9, 0.0, -0.1
OC(COc1ccc(Br)cc1Br)CN1CCc2ccccc2C1 (stereo unspecified)
→ 0, 0, 1.4, -0.1
S=c1[nH]nc(-c2ccco2)n1C/C=C/c1ccccc1
→ 8, 11, 0.3, -0.1
CCN(Cc1ccccc1)S(=O)(=O)c1ccc(F)c(C(=O)Nc2ccc(Cl)cc2F)c1
→ 2, 28, -0.5, 0.1
COC(=O)c1ccc(-n2c(/C=C/c3cccc(OC)c3OC)nc3ccccc3c2=O)cc1
→ -8, -8, 0.4, -0.1
Cc1nc2ccccc2nc(C)c1=NOCc1ccccc1F
→ -60, 8, 0.0, -0.1
COc1cc(/C=C2/N=C(c3ccc([N+](=O)[O-])cc3)OC2=O)cc(Br)c1OC(C)=O
→ -2, 7, -0.9, 0.2
O=C1NC(=O)/C(=C\c2cc(Br)ccc2OCc2ccc(C(=O)O)cc2)N1
→ 13, i, 3.4, 0.0
CCc1cc2ccc(OC)cc2nc1SCC(=O)Nc1nnc(C)s1
→ -2, 5, 0.3, -0.1
CCCOc1ccc(C(CC(=O)O)NC(=O)c2cccs2)cc1 (stereo unspecified)
→ 13, 4, -0.4, 0.1
O=C(Nc1ccc2oc(-c3ccc(Cl)cc3)nc2c1)c1ccc(Cl)c([N+](=O)[O-])c1
→ -37, -9, -0.5, -0.1
CCC(=O)Nc1ccc(-c2nc3cc(C(C)C)ccc3o2)cc1
→ -75, -2, -0.2, -0.2
CSc1ccc2[nH]c(=O)cc(C)c2c1
→ 0, 10, 1.8, 0.1
O=C(CCOc1ccccc1)Nc1ccnn1C1CCN(C2CCCC2)CC1
→ -7, -28, -0.3, 0.4
Cc1cc(C)c(C#N)c(SCC(=O)c2ccc3c(c2)OCO3)n1
→ -32, 0, -0.1, -0.1
CCc1ccc(NC(=O)CSc2nc3ccc(NC(=O)CCc4ccccc4)cc3s2)cc1
→ -5, 13, 0.3, 0.0

Individual results from the results shown:
`Cc1cc(C)c(C#N)c(SCC(=O)c2ccc3c(c2)OCO3)n1` | MITF inh: 0
`O=C(Nc1ccc2oc(-c3ccc(Cl)cc3)nc2c1)c1ccc(Cl)c([N+](=O)[O-])c1` | FBW7 activator: -0.1
`O=C1NC(=O)/C(=C\c2cc(Br)ccc2OCc2ccc(C(=O)O)cc2)N1` | FBW7 activator: 0.0
`COc1cc(/C=C2/N=C(c3ccc([N+](=O)[O-])cc3)OC2=O)cc(Br)c1OC(C)=O` | TEAD-YAP inh: -2

(list continues)
Values run as follows: TEAD-YAP inh, MITF inh, GPR151 activ, FBW7 activator
C[n+]1ccc2c(c1)ncn2Cc1ccccc1
→ 0, -14, -0.6, 1.1
Fc1ccc(CN2CCC(N3CCN(c4ccccc4)CC3)CC2)cc1
→ -2, 53*, -0.9, 0.0
COc1ccc(/C(O)=C2/C(=O)C(=O)N(CCCN(C)C)C2c2ccc(C)cc2)cc1 (stereo unspecified)
→ 3, 1, -1.1, 0.6
CC(C)=C1C2C=CC1C1C(=O)NC(=O)C21 (stereo unspecified)
→ -2, 11, -0.4, -0.1
Cc1cc(C)c(NC(=O)CSc2nc3ccc(NC(=O)CSc4nnc(C)s4)cc3s2)c(C)c1
→ 1, -1, 0.9, 0.0
CC1CCCN(S(=O)(=O)c2ccc3[nH]c4c(c3c2)CCCC4)C1 (stereo unspecified)
→ -4, 6, -0.4, 0.0
Cc1cc(-c2nnc(CCC(=O)NC3CCCc4ccccc43)o2)no1 (stereo unspecified)
→ -30, 8, 0.0, 0.8
Cc1cc(OCC(=O)Nc2ccc(N(C)C)c3ccccc23)ccc1Br
→ 5, -4, 1.3, 0.0
O=C(Cc1n[nH]c(=O)c2ccccc12)N/N=C/c1cc2c(cc1Cl)OCO2
→ 5, 8, 3.0, 0.2
COC(=O)c1ccc(NC(=O)NCCN2CCN(c3ccc(OC)cc3)CC2)cc1
→ 11, 5, -0.1, -0.1
Cc1ccc(S(=O)(=O)N2CCOCC2)c2nsnc12
→ 4, 17, 0.2, 0.6
Cc1cc(C)c2[nH]c(=O)c(CN(CCCO)C(=O)c3ccco3)cc2c1
→ -6, 4, 0.1, 0.0
C#CCN1C(=O)S/C(=C/c2cc(Br)c(OCC(=O)O)c(OC)c2)C1=O
→ 4, -4, -0.4, -0.4
O=[N+]([O-])c1ccc(N2CCN(C/C=C/c3ccccc3)CC2)c([N+](=O)[O-])c1
→ 9, 13, 0.5, -0.5
COc1ccc(N(CC(=O)NC(C)c2ccccc2)S(=O)(=O)c2c(C)noc2C)cc1 (stereo unspecified)
→ 8, -1, 1.7, -0.1
COc1ccc(-c2csc3nc(-c4ccccc4Br)oc(=O)c23)cc1
→ -1, 16, -0.2, 0.0
Cc1ccc(C(=O)N=c2scc(-c3ccc(C)cc3)n2-c2ccccc2)cc1
→ -10, 2, 0.1, 0.0
CCOc1ccc(C(=O)C2CCN(CC(=O)Nc3ccc([N+](=O)[O-])cc3C)CC2)cc1
→ 12, 0, 0.2, -0.1
CCCSc1ncc(Cl)c(C(=O)NCc2ccc(OC)cc2)n1
→ 7, 0, -0.6, 0.1
COC(=O)c1cc(S(=O)(=O)Nc2ccccc2F)cn1C
→ -9, -7, -0.5, -0.1
CCN(CC)C(=O)CN(c1ccc(F)c(Cl)c1)S(C)(=O)=O
→ -2, 9, 1.0, 0.3
Cc1ccc(C)c(OCC(=O)Nc2ccccc2F)c1
→ -47, 5, 2.1, 0.4
O=C(N/N=C/c1cccc(Br)c1)c1nc2ccccc2c(=O)[nH]1
→ -13, -9, 1.9, -0.5
Cc1ccc(C23CC4CC(CC(C(=O)Nc5ccc(Br)cc5)(C4)C2)C3)cc1
→ 0, 2, 0.7, -0.1
COCCOC(=O)c1c(C)oc2ccc(NS(=O)(=O)c3ccc(Cl)c([N+](=O)[O-])c3)cc12
→ 3, 12, 0.2, -0.1
Cc1ccc(NC(=O)c2ccc(N3C(=O)c4ccccc4C3=O)cc2)nc1
→ -45, -17, 0.5, -0.1
O=C(CSCc1ccccc1Cl)NC1CC1
→ -5, 4, 2.7, 0.0
COc1ccc(C[C@@H]2NC(=O)[C@H]3CN(C(=O)c4ccc(Cl)cc4)CCN3C2=O)cc1
→ -3, -4, 1.2, 0.1
CCN(CC)C(=O)CSc1nc(C2CC2)nc2ccccc12
→ 2, 12, -0.5, -0.1
COCCCNC(=O)c1sc2nc(C)[nH]c(=O)c2c1C
→ 5, 11, 0.0, 0.0

More entries
SMILES,TEAD-YAP inh,MITF inh,GPR151 activ,FBW7 activator
Cc1cn2cc(C(=O)NC3CCC3)nc2s1,6,5,-0.1,-0.1
O=c1[nH]c(=O)c2cc([N+](=O)[O-])cc([N+](=O)[O-])c2[nH]1,12,2,-0.2,0.1
COc1cccc(NC(=O)N2CCN(Cc3ccsc3)CC2)c1OC,2,10,0.1,0.2
COc1ccc(CCNC(=O)c2cnc(NCCN3CCOCC3)s2)cc1,8,4,-0.4,0.0
N#CC1=C(SCc2ccccc2)NC(OC(=O)c2ccccc2)(c2ccccc2)CC1c1ccccc1Cl (stereo unspecified),-3,8,1.6,0.1
CC1(C)Oc2ccc(C(=O)N3CCCCC3)cc2N(Cc2ccccc2)C1=O,-19,16,-1.5,0.0
COC(=O)C(NC(=O)C(NC(=O)c1ccccc1)C(C)C)C(C)C (stereo unspecified),7,15,1.0,-0.1
COCc1c(C(=O)N/N=C/c2cccc(F)c2)nnn1-c1nonc1N,-2,0,-0.6,-0.1
CCOC(=O)c1c(C)oc2c1c(CN1CCN(c3ccccc3)CC1)c(O)c1ccccc12,-13,-10,1.2,0.0
CCCN(CCC)CCN1C(=O)C2C(C(=O)Nc3cc(Cl)cc(Cl)c3)C3C=CC2(O3)C1C(=O)NC1CCCCC1 (stereo unspecified),10,-2,1.6,0.0
Cc1ccc(/C=C2/C(=N)N3C(=NC2=O)SN=C3S(C)(=O)=O)cc1,1,5,0.8,-0.1
CC(C)CNC(=O)c1ccccc1NS(=O)(=O)c1ccc(F)cc1,-2,-18,-0.6,-0.2
CCOC(=O)C1=C(C)Nc2nc(C(F)(F)F)nn2C1c1ccc(OC(F)F)cc1 (stereo unspecified),1,-2,1.4,0.1
CC(=O)N1C2=N/C(=C\c3ccc4c(c3)OCO4)C(=O)N2C(=O)C1Cc1ccccc1 (stereo unspecified),1,2,0.7,0.0
COc1ccc(NC(=O)CN2N=NC3C(=O)N(c4ccc(C)cc4)C(=O)C32)cc1OC (stereo unspecified),1,-10,-1.5,0.3
CN(Cc1cnn(C)c1)C(=O)CCC1(Cc2ccc3ccccc3c2)CCC(=O)N1 (stereo unspecified),2,9,-0.5,0.1
CCCCCCCNS(=O)(=O)c1ccc(NC(C)=O)cc1,8,-3,-1.2,0.0
O=c1c2cc(N3CCOCC3)ccc2[nH]c(=S)n1CCc1ccccc1,-3,2,1.1,0.1
O=C(CSc1nc2ccsc2c(=O)n1-c1cccc(Cl)c1Cl)NCc1ccco1,-3,4,-2.1,0.6
CC(=O)c1ccc(NC(=O)Cn2cnc3c(cnn3-c3cccc(C)c3C)c2=O)cc1,15,-3,-2.1,0.1
CCOc1cc(CNCCc2ccccc2)ccc1OCC(=O)NC(C)(C)C,5,31,-0.2,0.6
COc1ccccc1C(=O)Nc1nsc(-c2ccccc2)n1,-19,7,-1.0,-0.1
Cc1ccc(C)c(N2NC(C(=O)O)CCC2=O)c1 (stereo unspecified),5,1,0.5,0.0
CNC(=O)COC(=O)Cc1ccc(Br)cc1,-1,-8,-0.6,-0.1
O=C(C1CCC(CNS(=O)(=O)c2cccc3cccnc23)CC1)N1CCCCC1 (stereo unspecified),-15,-6,1.4,0.3
O=C(c1cccc(I)c1)N1CCN(c2ccccn2)CC1,1,-2,0.8,-0.1
Cc1cc(C)c(NC(=O)CN2C(=O)C(C)(C)Oc3ccc(C(=O)NC(C)C)cc32)c(C)c1,-3,-2,0.9,0.2
CN(C)CCNC(=O)c1nn(C)c2c1CSc1ccccc1-2,4,17,0.2,0.5
O=C(Cn1cnc2c(cnn2-c2ccccc2)c1=O)Nc1ccc(Br)cc1,5,13,-0.1,0.2
O=C(O)C1CCN(c2nnc(-n3cccc3)s2)CC1,4,2,-2.5,-0.1

An excerpt from the list above, as a working copy:
SMILES,TEAD-YAP inh,MITF inh,GPR151 activ,FBW7 activator
O=c1c2cc(N3CCOCC3)ccc2[nH]c(=S)n1CCc1ccccc1,-3,2,1.1,0.1
O=C(CSc1nc2ccsc2c(=O)n1-c1cccc(Cl)c1Cl)NCc1ccco1,-3,4,-2.1,0.6

Remaining list, next part.
SMILES,TEAD-YAP inh,MITF inh,GPR151 activ,FBW7 activator
C=CCc1cccc(/C=N/NC(=O)c2cccc(NC(=O)CC)c2)c1O,-2,19,3.0,0.7
O=S(=O)(Nc1ccc(Br)cc1)c1ccc(F)cc1,2,4,0.8,0.1
N#Cc1ccc(C(=O)N2CCN(c3c(Cl)cccc3[N+](=O)[O-])CC2)c(F)c1,-9,21,0.8,0.0
Cc1c(/C=N/NC(=O)c2cc(Br)ccc2O)c(=O)n(C)c(=O)n1C,-4,5,1.9,0.1
O=C(Oc1cccc2cccnc12)c1cccc(F)c1,1,18,3.6,-1.2
Cc1ccc(COc2ccc(/C=C3/C(=O)ON=C3c3ccccc3)cc2)cc1,-40,27,-1.0,0.1
Cc1ccc2c(c1)N(C(=O)N1CCC(C(=O)N3CCCCC3)CC1)CC(C)O2 (stereo unspecified),6,-13,1.6,0.1
O=C(O)/C=C/C(=O)Nc1cccc(F)c1,2,5,2.0,0.4
COc1ccc(NC(=O)c2cc3nc(-c4ccc5c(c4)OCO5)cc(C(F)(F)F)n3n2)cc1Cl,2,16,-0.8,0.2

Screening results from PubChem BioAssay.
